# Compound activity (PubChem BioAssay)
# RGS8-Gao reg: modulates binding of RGS8 to human Galphao. P09471. multiplexed bead flow cytometry; actives lie on both sides. response (percent of control binding), % at 10 µM. 0.34% of 220,000 active. AID 1423; in the data active means response below about 60% or above about 140%; inactive means in between;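 further: Galphao activated as the GDP aluminium fluoride complex binding bead-coupled RGS8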
# Target sequence (P09471 whole entry, looked up): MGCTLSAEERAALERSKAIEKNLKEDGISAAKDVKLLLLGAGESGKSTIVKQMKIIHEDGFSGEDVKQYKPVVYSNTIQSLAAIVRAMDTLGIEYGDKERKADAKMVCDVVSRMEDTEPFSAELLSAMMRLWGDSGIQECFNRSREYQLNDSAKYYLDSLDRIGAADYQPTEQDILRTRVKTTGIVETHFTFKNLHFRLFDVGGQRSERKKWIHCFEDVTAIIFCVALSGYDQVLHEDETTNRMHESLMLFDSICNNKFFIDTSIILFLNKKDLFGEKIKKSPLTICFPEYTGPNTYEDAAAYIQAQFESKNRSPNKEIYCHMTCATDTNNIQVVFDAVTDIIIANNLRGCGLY
# HRas wt GTP bind: human HRas wildtype GTP binding, change in either direction | P01112 | GTP binding activity, % at 10 µM | 0.14% of 190,000 active | GST-Ras wt beads, Bodipy-FL-GTP binding, flow cytometry; actives lie on both sides;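 active means GTP binding activity at least 20% away from the 100% baseline, either lowered as inhibitor or raised as activator; inconclusive means flagged as likely green fluorescent, judged across all proteins in the well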;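 further: 0% = unlabeled GTP competition control and 100% = no-compound control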
# Target sequence (P01112 whole entry, looked up): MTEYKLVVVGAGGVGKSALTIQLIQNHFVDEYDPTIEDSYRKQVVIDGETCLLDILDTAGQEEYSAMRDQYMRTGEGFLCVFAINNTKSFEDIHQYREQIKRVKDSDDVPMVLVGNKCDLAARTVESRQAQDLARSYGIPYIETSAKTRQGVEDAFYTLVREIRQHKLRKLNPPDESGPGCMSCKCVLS
# Mcl1 Noxa PPI: Mcl-1/Noxa interaction inhibition; 1.5% of 220,000 active; AID 1022; TR-FRET Mcl-1/Noxa peptide binding, 2 h; inhibition, % at 21.7 µM;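 active means compounds that cut the protein-peptide binding signal by more than 50% relative to plate controls in a single-dose test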;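 further: His-tagged Mcl-1 with rhodamine Noxa BH3 peptide and terbium anti-His antibody; 0% = Mcl-1 plus Noxa peptide wells and 100% = peptide-only wells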
# Target sequence (Q07820 whole entry, looked up): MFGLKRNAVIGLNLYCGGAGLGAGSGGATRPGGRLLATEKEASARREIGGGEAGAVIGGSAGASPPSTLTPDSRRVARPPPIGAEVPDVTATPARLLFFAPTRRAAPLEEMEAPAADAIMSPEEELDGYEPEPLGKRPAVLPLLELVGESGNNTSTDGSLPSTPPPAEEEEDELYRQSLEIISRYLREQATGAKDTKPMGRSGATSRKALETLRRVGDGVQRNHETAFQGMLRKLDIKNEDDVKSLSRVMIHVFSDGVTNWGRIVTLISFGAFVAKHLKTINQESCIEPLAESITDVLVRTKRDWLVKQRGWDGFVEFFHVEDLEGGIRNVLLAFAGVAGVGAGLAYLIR
# Mcl1 Bid PPI: disrupts binding of human Mcl-1 to Bid peptide; Q07820; 0.97% of 220,000 active; inhibition, % at 21.7 µM; AID 1021; TR-FRET Mcl-1/Bid-Dy647 peptide binding, 1536-well;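 active means compounds that cut the binding signal by more than half at the single screening dose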;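 further: His-tagged Mcl-1 with europium anti-His antibody binding Bid BH3 peptide; 0% = Mcl-1 plus peptide wells and 100% = peptide-only wells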
# Mcl-1 Bim block: human Bim-Mcl-1 interaction inhibition; Bead-based flow cytometry, Bim peptide-Mcl-1 binding; 0.1% of 190,000 active; inhibition, % at 10 µM; Q07820; in the data active means inhibition above about 40%;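 further: 0% = no compound tracer wells and 100% = peptide blocker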
# Rac1 wt GTP bind: human Rac1 wildtype GTP binding, inhibitors and activators. 0.27% of 190,000 active. GST-Rac1 beads, fluorescent GTP binding, flow cytometry; actives lie on both sides; 0 = cold GTP competed, 100 = untreated. P63000. GTP binding activity (% of control), % at 10 µM. AID 757;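 active means GTP binding activity at least 20 points away from the 100% control level, either lower or higher; inconclusive means compound flagged as likely green fluorescent, judged across all proteins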
# Pf gamet viab: P. falciparum stage V gametocyte viability inhibition; P. falciparum stage V gametocytes, ATP luminescence, 24 h; 0.065% of 150,000 active; AID 743093; inhibition, % at 10.9 µM;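 active means inhibition above the mean plus 3 SD of compounds within the control limits, set per campaign, cut at about 38% in these data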;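 further: 0% = DMSO wells and 100% = medium only without gametocytes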
# Rab2 wt GTP: changes GTP binding to wildtype dog Rab2A, up or down. P61105. GST-Rab2 wt beads, Bodipy-GTP binding, flow cytometry. GTP binding activity, % at 10 µM. 0.19% of 190,000 active. AID 760;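 active means GTP binding activity at least 20 points away from 100%, either lowered or raised; inconclusive means signal likely due to the compound's own green fluorescence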;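 further: 0% = beads with excess unlabeled GTP and 100% = no-compound control corrected for plate trend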
# Rab7 wt GTP bind: alters GTP binding to wildtype dog Rab7. GST-Rab7 beads, fluorescent GTP binding, flow cytometry; actives lie on both sides; untreated = 100%, excess cold GTP = 0%. GTP binding activity (percent of control), % at 10 µM. 0.055% of 190,000 active. AID 758;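 active means fluorescent GTP binding to Rab7 beads changed by at least 20 points from the 100% baseline, either direction, mostly lower; inconclusive means compound itself probably fluorescent, or too few beads counted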;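 further: median green fluorescence of bound Bodipy-FL-GTP per Rab7 bead population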
# Cdc42 wt GTP: changes GTP binding to wildtype human Cdc42. 0.2% of 190,000 active. P60953. GST-Cdc42 beads, Bodipy-GTP binding, flow cytometry; actives lie on both sides. percent activity (GTP binding), % at 10 µM. AID 761;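 active means percent activity GTP binding at least 20 points away from the 100% baseline, either down as inhibitor or up as activator; inconclusive means compound flagged as likely green fluorescent from well-wide comparison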;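 further: median bead fluorescence of bound Bodipy-FL-GTP at 100 nM; 0% = excess unlabeled GTP control and 100% = no compound control; below 100% means less GTP binding so inhibitor and above means activator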
# Rac1 mut GTP: alters GTP binding to activated mutant human Rac1. GST-Rac1 activated beads, fluorescent GTP binding, flow cytometry; actives lie on both sides; 100% means binding = to untreated wells. AID 764. 0.11% of 190,000 active. percent activity (GTP binding), % at 10 µM. P63000;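 active means GTP binding at least 20 percentage points away from the 100% baseline, in either direction, so actives lie on both sides; inconclusive means Compound likely fluorescent itself, or too few beads counted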
# * marks the source's active call; other numbers are inactive results; ? = inconclusive; nt = not tested or not shown; & = joins results of further samples.
SMILES,RGS8-Gao reg,HRas wt GTP bind,Mcl1 Noxa PPI,Mcl1 Bid PPI,Mcl-1 Bim block,Rac1 wt GTP bind,Pf gamet viab,Rab2 wt GTP,Rab7 wt GTP bind,Cdc42 wt GTP,Rac1 mut GTP
Cc1ccc(S(=O)(=O)NC(=O)c2ccc(-c3ccc(C)c4ccccc34)o2)cc1,98,101,24,1,-3,102,4,98,101,97,96
CC(C)NC(=O)c1onc(CSc2ccccc2F)c1C(=O)O,103,98,36,23,-1,95,6,96,98,96,95
CCN(CC)CCNC(=O)CS(=O)Cc1nc(-c2ccc(Cl)cc2)oc1C (stereo unspecified),99,100,0,-24,0,98,-24,101,101,100,98
NC(=O)C1CCN(C(=S)c2ccc(-c3ccc(Br)cc3)o2)CC1,100,99,34,-13,-12,102,15,97,100,98,94
COc1ccc(/C=C/C(=O)Nc2cc(C(F)(F)F)ccc2Cl)cc1,92,103,-1,-15,1,108,nt,103,104,106,102
Cc1cc(NC(=O)CSc2nc(CC(C)(C)C)nc3c2c(=O)n(C)c(=O)n3C)no1,105,95,15,-1,2,96,nt,96,96,96,100
CCOC(CCn1c(SCc2cccc([N+](=O)[O-])c2)nc2ccccc2c1=O)OCC,105,101,9,-35,-7,106,0,97,99,97,101
CCNC(=O)NC(=O)COC(=O)CCCSc1nc2ccccc2[nH]1,99,98,-10,-20,-2,99,nt,99,98,98,95
COc1ccc(C2=NN(Cc3c(F)cccc3Cl)C(=O)CC2)cc1,101,103,-2,-35,0,103,-5,105,105,100,99
Nc1nnc(SCc2cccnc2)s1,90,96,-6,-6,-2,99,nt,97,97,99,97
COc1cc(CC(=O)Nc2ccc3nc(C)sc3c2)cc(OC)c1OC,100,100,15,-18,-5,101,1,100,99,103,99
COc1ccc2c(c1)c1ccccc1n2C,104,99,19,7,-1,99,nt,96,98,101,99
COc1cc(CC(=O)O)c(C(C)=O)cc1OC,100,102,0,5,-1,101,nt,103,104,104,99
O=C(NNC(=O)C1CCC(C(=O)NNC(=O)c2cccs2)CC1)c1cccs1 (stereo unspecified),101,95,-10,-17,3,96,1,98,98,98,97
COCCNC(=O)c1nc2c(nnn2Cc2cc(C)ccc2C)c(=O)[nH]1,96,100,0,-3,-3,103,-3,101,98,101,100
COC1OC(CO)C(O)C(O)C1O (stereo unspecified),102,97,22,20,0,100,nt,97,107,100,98
O=C(Oc1ccc(Cl)c2ccccc12)N1CCCCC1,101,102,12,-14,-6,103,-1,100,101,100,101
CCc1nnc(NC(=O)CSc2nc(-c3ccccc3)cc(-c3ccc(F)cc3)c2C#N)s1,116,105,-23,-49,-1,104,16,106,102,106,100
COC(=O)C1=C(O)/C(=C\c2ccc(CNC(=O)C(=O)Nc3ccc(C)cc3)o2)N=C1C,97,104,46,18,1,105,2,103,101,105,101
COc1cccc(-c2[nH]nc3c2C(c2ccsc2)C(C#N)=C(N)O3)c1 (stereo unspecified),101,102,12,-19,-2,106,-11,100,99,104,102
Cc1cc(=O)c(C(=O)O)cn1Nc1ccc(Cl)cc1,102,101,17,-25,-3,104,nt,100,100,105,101
COc1ccc(COc2cc(-c3cccc(OC)c3)nc3ccc(NC(=O)c4ccc(OC)cc4)cc23)cc1,102,98,-9,-1,-1,100,11,98,97,100,98
CNC(=S)Nc1ccc(C)c(NC(=S)NC)c1,94,95,58*,-20,-5,92,-9,96,101,95,95
Cc1cc(C)cc(NC(=O)NCc2nnc(SCc3ccccc3)n2C)c1,103,?,-9,-8,0,?,nt,?,?,?,?
CCN(CC)Cc1csc2ccc(Br)cc12,98,99,-9,-4,1,99,1,98,102,97,98
N#CC1=C(N)SC(N)=C(C#N)C1c1ccc([N+](=O)[O-])cc1,91,98,27,-23,-9,100,-15,99,97,94,96
COc1cc(NC(=O)CSc2nncn2C)cc(OC)c1OC,100,101,2,0,0,108,-4,103,107,104,93
Oc1ccc(C[C@H]2CNC(=S)N2CCc2cc(C(F)(F)F)cc(C(F)(F)F)c2)cc1,105,97,15,-13,1,98,nt,97,105,95,97
CC(=O)Nc1cccc(C(=O)Nc2nc(C)cs2)c1,99,94,18,-30,1,92,1,95,93,91,91
Cc1[nH][nH]c(=O)c1C(c1ccc(-c2ccc(Cl)c(C(=O)O)c2)o1)c1c(C)[nH][nH]c1=O,99,?,32,-49,2,?,25,?,?,?,?
COc1cccc(-c2cc(C(=O)N/N=C/c3ccc(OC)c(COC(C)=O)c3)c3ccccc3n2)c1,95,99,-17,0,0,105,nt,98,99,102,99
O=C(Cn1nc(C(F)(F)F)c2c1CCCC2)NCCN1CCOCC1,101,103,-18,-46,2,111,2,103,104,104,102
COc1ccc(C(=O)N[C@H](C(=O)Nc2nc3c(s2)CCCC3)C(C)C)cc1,103,102,10,-10,-7,104,-5,100,97,103,98
CCOC(=O)/C=C/C(=O)OCC(=O)Nc1ccc(OC)c(Cl)c1,103,99,18,2,0,102,2,97,99,104,100
CCn1c(C)nc2cc(C(=O)NNS(=O)(=O)c3c(C)c(C)cc(C)c3C)ccc21,102,103,-13,-9,-1,100,-3,104,97,103,101
CCc1nc(N)nc2c1C(=O)CC(C)(C)C2,104,101,-5,-10,3,100,-33,99,100,102,98
O=C(c1cc2ccccc2oc1=O)N(Cc1ccc2c(c1)OCO2)Cc1ccco1,103,101,9,-31,1,97,-5,96,94,99,94
CS(=O)(=O)N1CCC(C(=O)NCc2ccco2)CC1,100,101,0,-38,-3,106,nt,101,100,104,99
Cc1cc(=O)oc2cc(OCC(=O)OC(C)C(=O)NC3CCCC3)ccc12 (stereo unspecified),99,99,9,-11,-2,102,4,98,104,99,97
N#Cc1ccc(Oc2ccc(C(N)=O)cc2)cc1C#N,80,97,-1,3,-1,102,nt,97,93,97,99
Cc1ccccc1OCC(=O)OCC(=O)c1ccc(OCc2ccccc2)cc1,90,90,14,4,18,88,-30,90,91,92,91
CCCCNc1nnc(SCC(=O)c2c[nH]c3ccccc23)s1,102,99,16,-15,1,99,nt,96,101,101,97
Cc1cc(C)nc(NC(=O)c2cc(-c3ccc(C)s3)nc3ccccc23)c1,103,101,4,-5,0,103,-5,98,99,100,101
COc1ccc(CCNC(=O)CSc2ccccc2)cc1OC,112,101,12,-6,-5,100,5,102,98,101,101
CCCCCCOC(=O)C(C#N)c1nc2ccccc2nc1N1CCCCC1 (stereo unspecified),105,100,-1,-6,3,104,23,102,101,101,97
O=C(Nc1nc2ccccc2[nH]1)C1CC1,104,99,-10,8,2,100,-9,99,102,95,98
O=S(=O)(NN1CCOCC1)c1ccc(Cl)s1,87,98,15,-21,0,101,0,96,97,99,99
Cc1ccc2nc(SCC(=O)N/N=C/c3ccco3)cc(C)c2c1,95,97,9,-6,1,101,-10,96,107,95,94
O=C(CCCSc1nc2ccccc2c(=O)[nH]1)c1ccccc1,98,96,5,-25,7,95,2,95,101,95,95
CS(=O)(=O)N(CC(=O)N1CCCCC1)C1CCCCC1,94,102,-2,-8,-2,100,-32,104,101,102,100
O=C(NCCc1csc(-c2ccccc2)n1)c1c(F)cccc1Cl,99,98,8,-4,-2,98,3,98,103,99,96
O=C(CN1CCN(c2cccc(Cl)n2)CC1)N1CC(O)CO1 (stereo unspecified),101,100,11,-35,0,101,-7,100,104,99,97
Cc1cc(C)cc(N(CC(=O)O)S(=O)(=O)c2c(C)[nH]c(=O)[nH]c2=O)c1,98,98,8,-84,0,97,1,99,101,100,97
Cc1nc(SC2CC(=O)N(c3ccccc3)C2=O)n[nH]1 (stereo unspecified),111,95,33,-58,-3,92,8,97,99,94,93
OC1(c2cccc(C(F)(F)F)c2)CCN(Cc2nnnn2CCc2ccccc2)CC1,112,101,-1,-1,-2,104,7,100,100,101,98
O=C(NCCNc1ccc([N+](=O)[O-])cc1)c1cccc(Br)c1,105,101,14,0,-2,104,-33,101,99,103,102
O=C(NCCc1cccc(F)c1)[C@@H]1CSC2c3ccccc3C(=O)N21 (stereo partly specified),100,101,-17,-5,0,103,-26,104,100,101,100
CCCc1nc2c(=O)n(C)c(=O)[nH]c2n1CCC,102,102,21,-21,-1,107,-21,101,99,102,102
O=C(Oc1c(Cl)cc(Cl)c2ccccc12)N1CCCC1,102,99,-17,4,-2,99,26,98,101,100,97
OCC1(CO)COC2(CCCC2)N1,100&99,101,5&-21,-8&-27,2,106,-4,100,98,102,100

# (more compounds)
SMILES,RGS8-Gao reg,HRas wt GTP bind,Mcl1 Noxa PPI,Mcl1 Bid PPI,Mcl-1 Bim block,Rac1 wt GTP bind,Pf gamet viab,Rab2 wt GTP,Rab7 wt GTP bind,Cdc42 wt GTP,Rac1 mut GTP
Nc1sc2c(c1C(=O)c1ccccc1)CCCC2,124,99,9,-1,-8,101,-16,98,103,99,96
CCOC(=O)CSc1nc(C)c2cc(C)c(C)cc2n1,98,98,1,-46,-6,101,7,98,100,96,96
CCC(=O)Nc1ccc2c(c1)ncn2-c1ccc(OC)cc1,100,98,3,-9,-2,104,nt,96,97,100,95
O=C(NCc1cccs1)c1cnn2cccnc12,104,101,5,5,-1,106,-1,101,101,107,99
COc1ccc(C(=O)Nn2c(C)nnc2-n2nc(C)cc2C)cc1OC,106,99,17,-5,-13,103,nt,100,98,102,98
O=C(Nc1nccs1)C1C2/C=C\CCCCC21 (stereo unspecified),100,94,nt,-11,-6,91,20,93,93,94,92
CCCCCCCCOC(=O)c1ccc(N)cc1,89,102,-2,8,2,101,-1,100,99,101,99
CC(C)(C)n1nc2c(c1NC(=O)Cc1cccc3ccccc13)CS(=O)(=O)C2,99,?,0,-23,6,?,12,?,?,?,?
Cc1cccc(NC(=S)NC(=O)/C=C/c2ccco2)n1,102,102,20,-30,-4,102,17,102,100,103,100
COc1ccccc1C(=O)NCC(=O)NC1CCCc2ccccc21 (stereo unspecified),101,98,8,-6,-2,101,-1,95,96,94,95
Cc1nnc2c(NC3CCCC3)nc3ccccc3n12,104,99,-5,7,2,99,nt,99,103,100,91
COc1ccccc1C(=O)N=Nc1c(O)[nH]c2ccc([N+](=O)[O-])cc12,106,53*,78*,-10,26,45*,-22,51*,66*,51*,66*
C=CCn1c(SCC(=O)c2ccccc2)nnc1-c1cc2ccccc2o1,100,99,-3,4,-1,104,-5,100,99,100,99
CCOC(=O)C1CCCN(CCC(=O)Nc2cccc(C)c2)C1 (stereo unspecified),99,102,14,-13,-1,102,-6,101,95,100,100
